SR-BI DiI-HDL act: SR-BI HDL lipid transfer activation; CHO ldlA[mSR-BI] cells, DiI-HDL uptake fluorescence, 3 h; 100 = double the neutral-control signal; activation, % at 12.5 µM; hit rate 0.096% among 320,000;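 active = mean replicate activation of at least 60% and every replicate at or above 60%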;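 also: 0% = median plate neutral-control signal and 100% = twice that signal; values of inactives mirror those of a sister screen read the other way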
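Assay system: LDL receptor-deficient CHO ldlA cells overexpressing murine SR-BI / Medium: BSA-supplemented, HEPES-buffered Ham's F12, pH 7.4 / Probe or stimulus: DiI-labelled HDL at 10 µg/mL final / Timing: compound with DiI-HDL co-incubation, 3 h at 37 °C / Technique: bottom-read cell fluorescence after medium removal, ex 550/em 595 nm / Measure: HDL uptake via cellular fluorescence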
NSD2 inh: blocks human histone methyltransferase NSD2 | O96028 | NSD2 peptide methylation, AlphaScreen, 120 min | inhibition, % at 12.5 µM | hit rate 0.54% among 310,000 | AID 743445; in the data active = inhibition above about 50%
MITF act: increases MITF-driven TRPM1 promoter luciferase signal | SK-MEL-5 TRPM1-promoter luciferase, 24 h; % of positive control, neutral wells = 0 | activation, % at 12.5 µM | hit rate 0.75% among 300,000 | AID 588334;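 active = mean activation of at least 80% with every replicate also reaching 80%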;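 also: 0% = neutral control wells and 100% = parthenolide positive control wells; values of inactives mirror those of a sister screen read the other way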
dFosB activator: enhances mouse delta FosB homodimer DNA binding | activation, % at 25 µM | hit rate 0.99% among 340,000 | AID 493131 | P13346 | purified delta FosB, TAMRA-CDK5 oligo fluorescence polarization; percent of positive-control signal above neutral wells;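 active = mean activation above about 17%, with every replicate also reaching it, limit read from the data, passing the limit was not always enough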;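 also: fluorescence polarization rise as delta FosB binds a TAMRA Cdk5 AP-1 oligo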
Target sequence (P13346 whole entry, looked up): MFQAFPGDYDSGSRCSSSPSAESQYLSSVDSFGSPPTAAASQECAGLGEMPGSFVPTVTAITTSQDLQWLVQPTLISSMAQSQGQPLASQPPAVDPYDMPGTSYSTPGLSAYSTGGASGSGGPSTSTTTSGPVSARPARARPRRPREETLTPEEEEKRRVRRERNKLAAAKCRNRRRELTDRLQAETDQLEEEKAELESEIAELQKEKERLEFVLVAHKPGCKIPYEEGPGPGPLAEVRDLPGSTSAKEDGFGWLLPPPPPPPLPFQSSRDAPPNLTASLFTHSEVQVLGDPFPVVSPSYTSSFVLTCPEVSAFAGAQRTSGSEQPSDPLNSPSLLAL
PKA-R1A activ: activates the PKA-R1A holoenzyme complex. AID 504707. hit rate 0.083% among 340,000. PKA-R1A dissociation, Cy5-IP20 fluorescence polarization; scaled: DMSO 0%, 113 µM cGMP 100%. activation, % at 11.4 µM. P00514+P68181;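 active = percent activation above the mean of all tested compounds plus 3 SD, cut at about 19% in these data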;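 also: higher means more PKAc released from R1A so a rise in polarization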
CDK5 p35 inh: inhibitors of human CDK5/p35 kinase; Recombinant CDK5/p35, ADP-Glo luminescence, 60 min; hit rate 0.01% among 330,000; inhibition, % at 10 µM; AID 488839;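 active = highest replicate inhibition of at least 50% and at least 75% of replicates reaching 50%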;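 also: plate controls were DMSO neutral control for no effect and GW8510 at 10 µM for full effect; many of its hits are not listed in these tables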
Target sequence (Q00535 whole entry, looked up): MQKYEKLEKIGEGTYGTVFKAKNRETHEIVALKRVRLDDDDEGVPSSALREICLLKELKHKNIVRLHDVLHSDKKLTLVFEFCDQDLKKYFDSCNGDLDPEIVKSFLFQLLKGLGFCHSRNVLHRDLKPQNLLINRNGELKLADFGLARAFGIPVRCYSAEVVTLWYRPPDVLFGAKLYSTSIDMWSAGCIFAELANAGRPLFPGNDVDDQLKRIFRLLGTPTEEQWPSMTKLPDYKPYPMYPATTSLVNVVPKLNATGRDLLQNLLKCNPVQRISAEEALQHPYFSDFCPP
Target sequence (Q15078 whole entry, looked up): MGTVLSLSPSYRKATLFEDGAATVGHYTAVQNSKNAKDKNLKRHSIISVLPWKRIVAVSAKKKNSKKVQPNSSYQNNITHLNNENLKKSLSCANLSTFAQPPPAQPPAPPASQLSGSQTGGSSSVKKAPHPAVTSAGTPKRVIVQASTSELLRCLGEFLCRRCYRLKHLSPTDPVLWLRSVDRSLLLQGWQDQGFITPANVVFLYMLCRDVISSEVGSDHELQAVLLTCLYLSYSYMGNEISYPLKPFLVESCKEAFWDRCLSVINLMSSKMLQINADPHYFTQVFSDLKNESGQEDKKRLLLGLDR
SUMO Mot1 rescue: SUMOylation pathway inhibition by Mot1-301 growth rescue; S. cerevisiae Mot1-301 growth rescue, ATP luminescence, 38.5C; percent above DMSO median, 100 means doubled; growth rescue, % at 18.8 µM; hit rate 1% among 320,000; AID 2716;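 active = every valid replicate shows activation above 250% relative to neutral control wells; inactive = the rest, any valid replicate at or below 250%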;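 also: OY570 slx delta 5 strain wells were the positive control but not used for scaling; some compounds called inactive have numbers as strong as hits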
Arrestin-AP2 inh: inhibitors of human beta-arrestin and AP2 interaction | AID 504490 | hit rate 0.31% among 340,000 | inhibition, % at 10 µM | FITC-arrestin peptide / GST-AP2 beads, flow cytometry; AP2 beta2 appendage carries R879A mutation;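 active = inhibition above a set limit, near 3 SD of compounds lacking own fluorescence, cut at about 54% in these data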;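 also: plate controls were DMSO wells for no effect and 5 µM unlabelled arrestin peptide for full effect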
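System: GST-AP2 R879A glutathione beads; medium: PBS, Tween 20 0.05%, BSA 0.1%; reagent: fluorescein-tagged arrestin peptide at 50 nM final; schedule: pre-incubation 12 min, peptide binding 1 h, room temperature; detection: flow cytometry, FL1 (488/535 nm); read-out: inhibition as reduced fluorescein signal on beads, percent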
SR-BI DiI inh: blocks mouse SR-BI lipid uptake from DiI-HDL. Q61009. ldlA[mSR-BI] CHO cells, DiI-HDL uptake fluorescence, 3 h. inhibition, % at 12.5 µM. hit rate 0.96% among 320,000;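 active = mean replicate inhibition of at least 70% and a set share of replicates each scoring 70 or more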;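 also: 0% = median of neutral control wells and 100% = median of positive control wells; values of inactives mirror those of a sister screen read the other way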
Pemphigus Ab inh: human desmoglein-3 autoantibody binding inhibition. binding (percent of control), % at 10 µM. DSG3-coupled beads, scFv-anti-DSG3-GFP binding, flow cytometry; active compounds read low. hit rate 0.48% among 310,000;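 active = binding more than 3 SD below its plate's average and above zero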;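 also: hits lower antibody fragment binding to DSG3; some compounds called inactive have numbers as strong as hits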
PKA-R2B act: PKA-R2B complex activation; P22694+P31323; PKA-R2B holoenzyme dissociation, Cy5-IP20 fluorescence polarization; R2B truncated from residue 108, S112A mutant; 0% DMSO only, 100% 113 µM cGMP; activation, % at 11.4 µM; hit rate 0.079% among 340,000;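 active = activation above a cutoff set at the mean over all compounds plus 3 SD, cut at about 18% in these data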;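 also: higher means more holoenzyme dissociation and a rise in polarization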
* marks the source's active call; other numbers are inactive results; x = not tested or not shown.

SR-BI DiI-HDL act	NSD2 inh	MITF act	dFosB activator	PKA-R1A activ	CDK5 p35 inh	SUMO Mot1 rescue	Arrestin-AP2 inh	SR-BI DiI inh	Pemphigus Ab inh	PKA-R2B act	Molecule
-12	x	0	-27	-3	1.1	x	1	12	99	-5	COc1ccc(S(=O)(=O)N(C)C[C@H]2Oc3c(NC(=O)Nc4ccccc4)cccc3C(=O)N([C@H](C)CO)C[C@@H]2C)cc1
-27	0	-60	5	-6	1.0	44	68*	27	103	6	CC(CC(=O)N(CCC1=CCCCC1)c1c(N)n(Cc2ccccc2)c(=O)[nH]c1=O)c1ccccc1 (stereo not drawn)
-23	-1	-9	-6	-13	4.2	-14	2	23	97	-3	CC(=O)Nc1ccc(S(=O)(=O)Oc2ccc(/C=N/NC(=O)c3ccc(Cl)cc3)cc2)cc1
-17	19	11	-5	-5	-2.5	19	19	17	99	-2	CCN(CC)CCSc1nc2ccccc2n1Cc1ccccc1
17	-4	3	-11	4	1.0	-2	-11	-17	101	3	CC(C)(C)NC(=O)CN(C(=O)C1CSC(=O)C1)c1ccc2c(c1)OCCO2 (stereo not drawn)
-28	1	14	4	-11	-1.7	-11	17	28	79	-6	O=C(Nc1cc(Cl)ccc1N1CCOCC1)c1cnccn1
38	-1	10	-16	-10	-0.9	52	-28	-38	100	-1	Cn1c(SCC(=O)Nc2cc(C(C)(C)C)nn2-c2ccccc2)nc2ccccc21
-12	x	3	-7	-2	2.9	172	34	12	97	-8	S=c1[nH]nc(-c2ccc(Cl)cc2)n1Cc1ccccc1
0	-10	9	-11	0	1.9	-12	-11	0	97	1	CC(Oc1cc2oc(=O)c3c(c2cc1Cl)CCC3)C(=O)NCc1ccccn1 (stereo not drawn)
-2	-6	41	-6	-4	0.9	163	-5	2	100	5	O=C(O)C1CSC(c2ccc3c(c2)OCO3)N1 (stereo not drawn)
-21	7	30	-4	-6	0.7	14	-1	21	97	-12	Cc1ccc(-c2cn(-c3ccccc3)c(SCC(N)=O)n2)cc1C
-13	-1	-3	28*	-2	2.5	x	-3	13	91	-1	CC(SC(C)C(=O)NN=Cc1cccc(F)c1)C(=O)NN=Cc1cccc(F)c1 (stereo not drawn)

Single records, as listed above:
Shown for `Cc1ccc(-c2cn(-c3ccccc3)c(SCC(N)=O)n2)cc1C` → SR-BI DiI-HDL act: -21; NSD2 inh: 7; MITF act: 30; dFosB activator: -4; PKA-R1A activ: -6; CDK5 p35 inh: 0.7; SUMO Mot1 rescue: 14; Arrestin-AP2 inh: -1; SR-BI DiI inh: 21; Pemphigus Ab inh: 97; PKA-R2B act: -12
Shown for `CC(=O)Nc1ccc(S(=O)(=O)Oc2ccc(/C=N/NC(=O)c3ccc(Cl)cc3)cc2)cc1` → SR-BI DiI-HDL act: -23; NSD2 inh: -1; MITF act: -9; dFosB activator: -6; PKA-R1A activ: -13; CDK5 p35 inh: 4.2; SUMO Mot1 rescue: -14; Arrestin-AP2 inh: 2; SR-BI DiI inh: 23; Pemphigus Ab inh: 97; PKA-R2B act: -3

(further entries)
SR-BI DiI-HDL act	NSD2 inh	MITF act	dFosB activator	PKA-R1A activ	CDK5 p35 inh	SUMO Mot1 rescue	Arrestin-AP2 inh	SR-BI DiI inh	Pemphigus Ab inh	PKA-R2B act	Molecule
x	-2	-6	-7	-6	1.1	28	-1	x	96	-2	CCC(=O)N1CCN(c2ccc(NC(=S)NC(=O)COc3ccccc3)cc2)CC1
1	-1	-12	0	0	x	-1	6	-1	x	9	CC(C)(C)n1nnnc1C(c1ccc(F)cc1)N(Cc1ccc(F)cc1)Cc1ccco1 (stereo not drawn)
-1	-4	1	-1	16	-2.2	8	35	1	104	10	CC1CCC(C(C)C)C(OCC(O)C[N+]2(C)CCCCC2)C1 (stereo not drawn)
-11	0	-11	-8	1	0.6	-10	21	11	110	-1	Cc1[nH]c2ccccc2c1C(=O)CSc1n[nH]c(N)n1
18	2	4	6	3	-0.1	10	3	-18	x	7	O=C(O)CCc1c(C(=O)O)[nH]c2ccccc12
2	2	9	1	-12	-1.9	-2	-5	-2	x	2	COCCN(CC(=O)Nc1ccccc1)S(=O)(=O)c1ccc(S(=O)(=O)N2CCCC2)cc1
26	12	-82	-10	0	-0.3	-14	3	-26	66*	6	O=c1c2c3nc4ccccc4nc3n(-c3ccc4c(c3)OCCO4)c2ncn1C1CCCC1
-15	1	8	-10	-5	0.5	4	43	15	103	2	CN(C(=O)c1cc2c(s1)-c1ccccc1S(=O)(=O)C2)c1ccccc1
14	45	5	-6	7	x	2	5	-14	88	1	COc1ccc(C(=O)N/C(=C\c2cn(S(=O)(=O)N(C)C)c3ccccc23)C(=O)NCCCN2CCOCC2)cc1
x	-1	1	-3	4	0.3	16	-22	4	105	6	OCCNc1nc(Nc2ccccc2)nc2ccccc12
13	x	-4	-7	7	-2.0	0	-2	-13	98	-10	COc1cccc(-c2nnc(NC(=O)c3ccccc3Br)o2)c1
-5	0	7	-5	-1	1.1	1	12	5	95	-5	CCOC(=O)CSc1ccc(S(=O)(=O)N2CCCC2)cc1[N+](=O)[O-]
-1	2	2	-7	-2	0.2	10	-4	1	105	2	O=C(Nc1ccnn1C1CCN(CCCC2CCCC2)CC1)c1ccccc1Cl
-7	x	-2	-2	5	-2.2	12	8	7	100	0	COc1cccc(CN2CCN(Cc3cc(OC)c(OC)cc3[N+](=O)[O-])CC2)c1
4	1	-15	7	2	0.7	-20	-1	-4	106	-6	Nc1nc(SCC(=O)NCCOCCO)nc2sc3c(c12)CCCC3
4	1	10	-1	-5	3.3	11	-3	-4	99	-1	c1ccc(-c2nnnn2CCOCCn2nnnc2-c2ccccc2)cc1
33	0	2	-12	-2	1.1	149	9	-33	99	-12	CCN(CC)c1ccc(S(=O)(=O)Nc2cc(Cl)ccc2Cl)cc1NC(=S)NC(=O)C1CCCC1
13	1	7	-3	-1	1.3	9	19	-13	105	0	CC(=O)c1ccc(NC(=O)C2C3C=CC(O3)C2C(=O)O)cc1 (stereo not drawn)
-26	-1	-1	-12	-9	0.5	-15	6	26	94	-1	O=c1c2ccccc2c(/C=N/c2nnc(Cc3ccccc3)s2)c(O)n1-c1ccc(Cl)cn1
0	-2	12	-4	15	-0.6	-4	-2	0	101	1	CC(C)c1ccc(COc2ccc(C(=O)N3CCOCC3)cc2)cc1
-46	-4	47	-2	-5	3.2	-16	5	46	101	-4	Cc1nc(N2CCc3ccccc3C2)[nH]c(=O)c1CCC(C)C
19	1	12	-2	-2	0.2	-10	13	-19	96	-5	COCC(C)N=C1NN=C(c2c[nH]c3ccccc23)CS1 (stereo not drawn)
-39	5	-12	-6	6	-1.4	x	1	39	116	-2	CCOc1ccc(N(C)S(=O)(=O)c2ccc(C)c(C(=O)NCc3ccccc3OC)c2)cc1
-57	-3	8	7	-6	0.4	1	-6	57	98	-1	CCOC(=O)c1c(NC(=O)CCN2C(=O)c3cccc([N+](=O)[O-])c3C2=O)sc(C(=O)OC(C)C)c1C

Next part, overlapping the part above by two compounds.
SR-BI DiI-HDL act	NSD2 inh	MITF act	dFosB activator	PKA-R1A activ	CDK5 p35 inh	SUMO Mot1 rescue	Arrestin-AP2 inh	SR-BI DiI inh	Pemphigus Ab inh	PKA-R2B act	Molecule
-39	5	-12	-6	6	-1.4	x	1	39	116	-2	CCOc1ccc(N(C)S(=O)(=O)c2ccc(C)c(C(=O)NCc3ccccc3OC)c2)cc1
-57	-3	8	7	-6	0.4	1	-6	57	98	-1	CCOC(=O)c1c(NC(=O)CCN2C(=O)c3cccc([N+](=O)[O-])c3C2=O)sc(C(=O)OC(C)C)c1C
4	x	7	-5	9	2.6	17	13	-4	103	2	CCOC(=O)C1=C(C)NC(=O)NC1c1ccc(OCCO)c(OC)c1 (stereo not drawn)
0	-3	x	6	-10	0.8	-15	-13	0	x	-2	COC(=O)c1ccc(NC(=O)NS(=O)(=O)c2ccc(C)cc2)cc1
45	-11	-15	9	2	0.0	13	4	-45	x	5	CCN(CC)c1ccc2cc(S(=O)(=O)c3ccc(C)cc3)c(=O)oc2c1
-14	-2	x	-7	-13	-0.2	124	12	14	x	-5	COc1ccc(C(=O)c2cnc(/N=C/N(C)C)s2)cc1
-12	10	-10	-6	6	-0.3	3	28	12	103	6	CCC(C(=O)NCCCN(CC)Cc1ccccc1)n1nc(C)c2sc3ccccc3c2c1=O (stereo not drawn)
-3	-1	-30	7	-8	-6.0	245	-7	3	99	-8	Cc1[nH]c(=O)c(C#N)cc1-c1csc(-c2ccccc2)n1
5	-1	12	6	-4	-0.9	2	-9	-5	92	2	CC(C(=O)OCc1nnc(-c2ccccc2)o1)N1C(=O)c2ccccc2C1=O (stereo not drawn)
3	x	-4	-5	-10	-4.8	11	8	-3	105	-12	COc1ccc(C2/C=C\CN(C(=O)NC(C)C)CC(=O)N2Cc2ccc(F)cc2)cc1 (stereo not drawn)
-20	9	5	-10	-6	0.8	-19	-8	20	108	2	CCCCNCc1cc(OCC)c(OCC(N)=O)cc1Br
-10	1	-8	-5	-6	-0.9	59	8	10	86	5	COc1cccc(CNC(=O)CCC2CCCN(Cc3ccc4c(c3)CCO4)C2)c1 (stereo not drawn)
4	-1	8	5	8	2.4	-4	23	-4	101	-1	COc1ccc(NC2=NCCC2)cc1
-4	-4	-4	-3	1	1.5	10	45	4	96	-16	COC(=O)c1ccc(NC2c3ncccc3C(=O)N2Cc2cccs2)cc1 (stereo not drawn)

Screens from PubChem.
